esBAF inh = Bmi1 luciferase reporter increase in mESCs, primary screen, esBAF inhibitor project, mouse ES cells, Bmi1 luciferase knock-in, single point. 24 h; 100% = twice the neutral-well signal. reporter increase, % at 12.5 µM. 2% of 350,000 active; in the data active means activation above about 40%; inconclusive means no clear call, values can overlap the other calls;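 further: 0% = median of the plate's neutral control wells and 100% = double that signal; a rise in the Bmi1 reporter signal indicates esBAF inhibition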
GSIS activator = GLuc luminescence reporter in INS-1E cells, primary screen for activators of glucose-dependent secretion of insulin | 0.61% of 370,000 active | activation, % at 16.6 µM | INS-1E GLuc reporter insulin secretion, 2-3 h | AID 743287, 2014;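 active means lowest replicate activation of at least 40%, so every replicate reaches that level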;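 further: 0% = median of neutral control wells and 100% = median of IBMX positive control wells; some compounds called inactive have numbers as strong as hits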
ARNT-TACC3 inh = disruptors of ARNT/TACC3 protein interaction, primary screen, biochemical, AlphaScreen, single concentration; Transforming acidic coiled-coil-containing protein 3 (Homo sapiens), Q9Y6A5; AlphaScreen His-ARNT PAS-B/GST-TACC3 binding, luminescence; TACC3 fragment carries E629A point mutation; inhibition, % at 9.99 µM; 0.66% of 390,000 active;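 active means mean inhibition of replicates at least 50% and at least half of replicates each reaching 50%; inconclusive means half or more replicates reach 50% but mean below 50%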;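 further: 0% = complete ARNT plus TACC3 wells and 100% = ARNT alone without TACC3; many hits fall short of the cut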
RAD54 inh = inhibitors of human RAD54 branch migration, primary screen, biochemical, fluorescence, single point. RAD54 Holliday junction branch migration, FAM/BHQ fluorescence. 0.14% of 360,000 active. DNA repair and recombination protein RAD54-like (Homo sapiens), Q92698. inhibition, % at 10.4 µM;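 active means mean normalized replicate activity at least 40 and at least half of replicates scoring 40 or more; inconclusive means only one of the two criteria met; inactive means mean below 40 and under half of replicates reaching 40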;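 further: 0% = median of neutral control wells and 100% = median of positive control wells; inhibitors cause a drop in the FAM fluorescence signal; in these data hits start at about 50%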
Xi reactivation = activators of inactive X chromosome reactivation, primary screen, imaging, XiGFP fibroblasts, GFP high-content imaging, set 2; activation, % at 7.58 µM; XiGFP mouse fibroblasts, % GFP-positive cells imaging, 3 d; cells co-treated with 5-aza-dC sensitizer; scaled so ellipticine positive control = 100%; 0.055% of 360,000 active;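 active means mean normalized replicate activation at least 10% and every replicate at or above 10%; inconclusive means only one of the two criteria met; inactive means mean below 10% and not all replicates reach 10%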;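 further: 0% = median of on-plate neutral control wells and 100% = ellipticine 6 µM median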
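Material: SV40-immortalized XiGFP fibroblast cells, line 68-5-11 | Buffer or medium: DMEM containing 5-aza-dC | Dosing: One concentration, pinned | Times: 3 d treatment, 15 min room-temperature fixation | Controls: Ellipticine 6 µM positive control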
ERAP1 HTS inh = human ERAP1 aminopeptidase inhibitors, primary screen, biochemical, single point, plate reader; Endoplasmic reticulum aminopeptidase 1 (Homo sapiens), Q9NZ08; inhibition, % at 10.7 µM; recombinant ERAP1, Leu-AMC fluorescence, 60 min; 0.15% of 340,000 active;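 active means mean replicate inhibition of at least 30%, or all replicates individually reaching that 30% level; inactive means mean below 30% and not every replicate reaching it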;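 further: 0% = neutral control wells and 100% = L-leucinethiol positive control wells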
Target sequence (Q9NZ08 whole entry, looked up): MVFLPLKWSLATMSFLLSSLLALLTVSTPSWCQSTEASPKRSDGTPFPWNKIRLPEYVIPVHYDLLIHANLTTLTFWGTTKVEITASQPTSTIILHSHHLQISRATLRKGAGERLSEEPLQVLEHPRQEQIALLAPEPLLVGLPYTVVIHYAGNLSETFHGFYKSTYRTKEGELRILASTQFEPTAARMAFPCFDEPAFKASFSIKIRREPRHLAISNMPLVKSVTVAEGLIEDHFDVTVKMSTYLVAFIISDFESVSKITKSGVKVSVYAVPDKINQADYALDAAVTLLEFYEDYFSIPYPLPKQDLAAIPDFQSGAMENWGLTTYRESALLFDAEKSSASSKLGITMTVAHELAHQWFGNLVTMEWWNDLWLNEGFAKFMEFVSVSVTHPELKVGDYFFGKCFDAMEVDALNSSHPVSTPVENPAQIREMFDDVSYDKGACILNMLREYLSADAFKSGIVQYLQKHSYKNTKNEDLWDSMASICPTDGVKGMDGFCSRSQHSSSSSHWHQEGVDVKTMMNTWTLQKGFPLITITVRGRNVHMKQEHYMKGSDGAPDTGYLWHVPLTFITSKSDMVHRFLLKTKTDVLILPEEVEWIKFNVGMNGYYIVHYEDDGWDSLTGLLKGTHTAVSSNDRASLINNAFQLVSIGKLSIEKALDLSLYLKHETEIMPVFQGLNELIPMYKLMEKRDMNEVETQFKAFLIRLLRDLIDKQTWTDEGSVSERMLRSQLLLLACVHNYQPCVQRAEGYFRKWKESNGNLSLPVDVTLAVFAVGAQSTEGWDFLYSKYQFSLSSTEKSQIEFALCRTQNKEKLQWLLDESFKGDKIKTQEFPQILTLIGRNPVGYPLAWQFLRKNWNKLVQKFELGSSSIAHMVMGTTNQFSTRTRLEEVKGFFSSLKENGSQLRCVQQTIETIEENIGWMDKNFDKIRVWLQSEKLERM
CFTR F508del cor = F508del CFTR correction, initial screen, CFBE line, single point. CFBE cells, YFP halide quenching; stimulated with forskolin plus potentiator P3; % fluorescence drop versus neutral controls. activity (quench increase), % at 7.58 µM. 0.36% of 350,000 active;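 active means mean added fluorescence quench of at least 8% versus neutral control, with both replicates also reaching 8%; inconclusive means only one of the mean or replicate conditions met; inactive means mean below 8% and not both replicates reaching 8%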;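 further: cells transiently co-express mutant CFTR-F508del with the halide-sensitive YFP; corrector assay measuring rescue of mutant channel to the surface after 24 h compound exposure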
RAD52 anneal inh = RAD52 DNA annealing inhibitors, primary screen, biochemical, FRET, single point, set 2. DNA repair protein RAD52 homolog (Homo sapiens), P43351. recombinant RAD52 DNA annealing, FRET fluorescence. inhibition, % at 18.7 µM. 0.46% of 360,000 active. AID 651710, 2012;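 active means every replicate showing at least 50% inhibition; inconclusive means mean inhibition at least 50% but not in every replicate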
* = called active by the depositor; i = inactive; ? = inconclusive; / = no result given.

structure,esBAF inh,GSIS activator,ARNT-TACC3 inh,RAD54 inh,Xi reactivation,ERAP1 HTS inh,CFTR F508del cor,RAD52 anneal inh
O=C(CSc1n[nH]c(=O)n1C1CC1)Nc1ccc(Cl)c(Cl)c1,1.9,-11.3,43.5,2.4,0.0,/,0.1,-6.4
C[C@@H]1CN([C@H](C)CO)C(=O)Cc2cc(NS(=O)(=O)c3cn(C)cn3)ccc2O[C@@H]1CN(C)S(=O)(=O)c1ccc(Cl)cc1,2.0,18.9,6.3,1.6,-1.2,1.6,-0.7,-9.2
COCC#Cc1cnc2c(c1)C(=O)N([C@@H](C)CO)C[C@@H](C)[C@@H](CN(C)Cc1ccccc1F)O2,1.8,5.0,4.3,4.7,-1.0,2.1,1.2,-4.5
CC(=O)N[C@H]1C=C[C@H](CC(=O)NCc2ccc(Cl)cc2)O[C@H]1CO,-0.8,-1.1,-7.3,-1.0,-0.2,0.4,1.9,-10.7
CNC[C@@H]1Oc2c(NC(=O)C3CCOCC3)cccc2C(=O)N([C@@H](C)CO)C[C@@H]1C,0.2,13.4,-2.6,5.1,-0.3,-1.0,1.9,-15.2
COC(=O)C1=C/C=C\CN(C(c2ccccc2)c2ccccc2)/C=C\1C(=O)OC,-4.1,0.9,/,6.9,-0.1,0.6,-3.9,-9.1
O=C(O)COc1ccc(-c2nccc(-c3ccccn3)n2)cc1,-73.3,9.2,-0.3,/,0.0,3.2,3.0,-11.5
Cc1ccc(S(=O)(=O)/N=C(/Nc2ccc3[nH]c(=O)[nH]c3c2)c2ccc(F)cc2)cc1,-4.5,9.8,2.8,/,0.1,4.1,/,2.9
O=S(=O)(c1ccc(NCc2ccccc2)cc1)N1CCOCC1,-1.6,-7.1,-2.2,-4.9,0.0,-2.3,-0.5,-2.8
C[C@H](CO)N1C[C@H](C)[C@H](CN(C)C)Oc2cc(C#Cc3cccc(F)c3)ccc2S1(=O)=O,-2.6,-7.5,5.1,4.2,-0.9,3.4,-0.2,31.5
Cc1ccc(S(=O)(=O)CCC(=O)NCCc2ccc(Cl)cc2)cc1,-13.7,5.8,2.2,1.5,0.7,1.3,-3.6,7.1
O=[N+]([O-])c1ccc2c(OCc3nnc(-c4ccccc4Br)o3)ncnc2c1,3.0,-5.7,6.4,/,-0.1,-1.1,0.1,-15.5
CCOc1cc(O)c(-c2[nH]ncc2-c2nc(C)cs2)cc1CC,/,-35.0,2.9,/,-0.1,0.0,2.8,-15.2
O=C(NC1CCCCC1)N1CCN(c2ccccc2Cl)CC1,6.2,-15.0,-7.3,-5.8,-0.1,-1.6,-1.4,-9.9
Cc1noc(C)c1S(=O)(=O)Nc1ccc2c(c1)CC(=O)N([C@@H](C)CO)C[C@H](C)[C@H](CN(C)C)O2,2.4,28.1,-7.0,8.5,-0.5,-0.5,-3.3,-0.5
CN(Cc1ccccc1)S(=O)(=O)c1ccc(OCC(=O)N2CCC(C(N)=O)CC2)cc1,1.6,14.2,-2.6,2.2,-0.1,-2.0,1.1,-17.3
NC(=O)c1ccc(NC(=O)COC(=O)c2cc3c(s2)CCC3)cc1,2.7,7.3,-6.7,-6.3,0.1,8.7,2.2,-6.6
COc1ccccc1NC(=S)NCc1ccc(F)cc1,9.8,-5.4,-0.6,-2.1,0.1,-1.7,1.9,-2.6
CO[C@H](CN(C)C(=O)Nc1ccc(C(F)(F)F)cc1)[C@@H](C)CN(Cc1ccccc1Cl)[C@H](C)CO,-0.4,-5.6,0.5,-1.4,-0.1,0.7,1.7,4.4
C[C@@H]1CN([C@@H](C)CO)C(=O)c2cc(NC(=O)CCCCCC(=O)Nc3ccccc3N)ccc2O[C@H]1CN(C)Cc1ccncc1,/,19.8,/,/,0.3,0.8,-0.2,5.4
COc1ccc2c(c1)c(/C=C/c1cc[n+](C)cc1)cn2C,7.7,4.0,1.5,-328.7,0.3,16.8,1.6,i
CCSc1nnc(SCC(=O)c2c(N)n(C)c(=O)n(C)c2=O)s1,/,10.9,4.2,7.0,0.1,0.6,3.7,-8.5
Cc1c(O)c(CN2CCCC2)cc2c3c(c(=O)oc12)CCC3,1.3,3.6,1.8,6.9,/,-37.0,/,-27.0
CCOC(=O)N/N=C\c1ccc([N+](=O)[O-])s1,/,-1.6,-1.3,/,0.0,1.2,-1.0,-14.0
Cc1cc(=O)n2nc(N3CCC(C(=O)NCc4ccco4)CC3)sc2n1,2.8,1.4,2.9,-4.3,-0.1,-1.2,-5.7,0.4
COc1ccc(CN2C[C@H](O)COC[C@H]3O[C@@H](CC(=O)N(C)C)CC[C@@H]32)cc1,0.8,4.0,-7.9,-4.3,0.0,1.1,0.4,-5.9
C[C@@H]1CCCCO[C@@H](CN(C)C(=O)c2ccccc2)[C@H](C)CN([C@H](C)CO)C(=O)c2cc(NS(C)(=O)=O)ccc2O1,3.7,9.2,-2.4,-1.7,-1.2,0.4,-1.2,5.7
CC(C)(C)NC(=O)C(c1ccc(-c2ccccc2)cc1)n1c(=O)c(-c2ccccc2)nc2ccccc21 (stereo not given),/,-1.8,/,/,0.3,-0.5,-0.7,1.7
CC(=O)n1c(-c2ccccc2)c(CO)c2ccccc21,2.2,11.3,0.0,-0.5,0.0,7.0,0.1,-10.0
OC[C@H]1Nc2ccc(C#Cc3ccc(F)cc3)cc2[C@@H]2[C@H]1CCN2Cc1ccc2c(c1)OCO2,-7.9,-29.6,-0.4,1.5,0.2,-3.1,4.1,-38.3
CCN(CC)CCNC(=O)c1[nH]c2ccc(OCc3ccccc3)cc2c1C,-8.9,-4.9,9.4,/,0.1,-1.3,0.1,23.0
CN1c2ccc(-c3cccc(F)c3)cc2[C@@H]2[C@@H](CCN2C(=O)c2ccncc2)[C@H]1CO,-4.7,14.6,-4.9,4.3,0.3,/,3.2,/
COc1ccc(S(=O)(=O)N2CCOC23CCN(C(=O)c2ccc(Cl)cc2Cl)CC3)cc1,8.5,-17.3,-0.6,16.5,0.2,-6.0,3.3,-16.9
CO[C@H]1CN(C)C(=O)c2cc(NC(=O)C3CC3)ccc2OC[C@@H](C)N(C(=O)Cc2ccccn2)C[C@H]1C,-3.7,10.2,-1.9,1.7,0.0,-4.5,2.6,11.5
N#Cc1ccc(Oc2nc(Nc3ccc(F)cc3)nc(N3CCCC3)n2)cc1,-5.3,-21.3,-2.8,-5.7,/,/,/,/
C[C@@H]1CN([C@@H](C)CO)C(=O)c2cccc(NS(=O)(=O)c3cccs3)c2O[C@H]1CN(C)S(=O)(=O)c1ccc(Cl)cc1,-3.6,-0.8,/,3.3,-0.6,-1.3,0.2,-16.3
CC(=O)Nc1cccc(OCC(=O)NS(=O)(=O)c2ccc(C)cc2)c1,8.6,6.4,-4.8,/,/,1.0,-1.1,-11.9
Cc1ccc(NC(=O)COc2ccccc2)cc1S(=O)(=O)N1CCCCCC1,6.0,-30.0,-4.0,5.1,0.3,-0.8,2.6,-18.8
CC(=O)N1c2ccccc2N=C(c2ccc3c(c2)OCO3)C1C(=O)NCc1ccccc1 (stereo not given),/,27.9,/,/,-0.2,-1.7,1.5,-21.0
CCCCN1Cc2c(nc3cc(-c4ccccc4)[nH]n3c2=O)C1=O,/,22.5,0.5,/,0.1,-2.8,-0.7,-7.8
O=C(N/N=C/c1c[nH]c2ccccc12)c1ccc2c(c1)OCCO2,51.3*,/,13.8,6.7,-0.1,1.3,1.4,-7.8
COC(=O)C[C@@H]1C[C@H]2c3cc(NC(=O)Cc4ccncc4)ccc3O[C@H]2[C@H](CO)O1,-4.5,0.2,4.6,-5.8,0.5,0.7,-4.6,3.6
OC[C@H]1[C@@H](c2ccc(/C=C/c3ccccc3)cc2)[C@@H]2CN(Cc3ccncc3)CCCCN12,-13.1,10.8,24.2,1.8,0.0,2.2,-1.5,5.1
Cc1ccccc1-c1ccc2c(c1)O[C@@H](CN(C)C(=O)C1CC1)[C@H](C)CN([C@@H](C)CO)S2(=O)=O,3.9,-13.8,1.9,-4.2,-1.0,1.6,-4.4,12.9
COc1ccc(Cl)cc1C(=O)NNC(=O)c1ccc(F)c(S(=O)(=O)N2CCOCC2)c1,-1.5,-29.9,8.1,-0.7,0.2,0.4,0.8,-4.1
Cc1cc(C)c(C(N)=O)c(Cl)n1,/,1.8,-11.8,/,0.1,4.7,1.0,-8.6
O=C(O)CN1C(=O)C2C3C=CC(C2C1=O)C1C(=O)N(CC(=O)O)C(=O)C31 (stereo not given),/,11.9,-9.3,/,0.1,3.4,3.1,-15.8
CN(NC(=O)Nc1ccc(Cl)cc1)c1c(Cl)c(Cl)nn1C,/,-8.5,-13.4,8.3,0.0,3.0,3.9,4.3
CCN(C(=O)COC(=O)c1ccc(Cl)c(S(=O)(=O)N2CCCCC2)c1)C1CCS(=O)(=O)C1 (stereo not given),-4.7,-0.2,-2.3,-0.1,-0.1,5.4,0.1,-2.8
Cc1ccc(OCC(=O)Nc2ccon2)c([N+](=O)[O-])c1,?,12.2,-3.5,0.8,0.1,3.7,1.3,-3.8
O=C(Nc1ccncc1)C1CCCN(S(=O)(=O)c2cccc3cccnc23)C1 (stereo not given),-7.5,9.2,1.5,2.1,0.3,/,5.9,-15.8
CCNC(=O)[C@@H]1[C@@H](CO)[C@@H]2Cn3c(cccc3=O)[C@H]1N2Cc1cc(F)ccc1F,/,1.1,/,/,0.4,-2.5,-0.4,8.1
COc1ccc(S(=O)(=O)N[C@@H]2CC[C@@H](CC(=O)NCCc3ccncc3)O[C@H]2CO)cc1,-2.5,-0.2,3.4,0.3,-0.2,1.5,1.4,-0.1
